From PubChem BioAssay
IDH1 R132H inh: inhibitors of human IDH1 R132H. O75874. IDH1 R132H reductase, diaphorase/resazurin fluorescence, 60 min. inhibition, % at 10 µM. 70,000 compounds, 0.18% hits. AID 624101; in the data active means inhibition above about 34%;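 further: 0% = DMSO and 100% = no enzyme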
EZH2 inh: inhibitors of human EZH2/PRC2 methyltransferase; Q15910; PRC2 H3K27 methylation, DELFIA TRF, 1 h; inhibition, % at 12.5 µM; 57,000 compounds, 0.35% hits;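 active means mean inhibition of replicates at least 50% and every single replicate also reaching 50%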;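 further: dimethyl H3K27 on biotinylated H3 21-44 peptide detected by antibody; plate controls were median neutral control wells for no effect and median positive control wells for full effect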
Target sequence (Q15910 whole entry, looked up): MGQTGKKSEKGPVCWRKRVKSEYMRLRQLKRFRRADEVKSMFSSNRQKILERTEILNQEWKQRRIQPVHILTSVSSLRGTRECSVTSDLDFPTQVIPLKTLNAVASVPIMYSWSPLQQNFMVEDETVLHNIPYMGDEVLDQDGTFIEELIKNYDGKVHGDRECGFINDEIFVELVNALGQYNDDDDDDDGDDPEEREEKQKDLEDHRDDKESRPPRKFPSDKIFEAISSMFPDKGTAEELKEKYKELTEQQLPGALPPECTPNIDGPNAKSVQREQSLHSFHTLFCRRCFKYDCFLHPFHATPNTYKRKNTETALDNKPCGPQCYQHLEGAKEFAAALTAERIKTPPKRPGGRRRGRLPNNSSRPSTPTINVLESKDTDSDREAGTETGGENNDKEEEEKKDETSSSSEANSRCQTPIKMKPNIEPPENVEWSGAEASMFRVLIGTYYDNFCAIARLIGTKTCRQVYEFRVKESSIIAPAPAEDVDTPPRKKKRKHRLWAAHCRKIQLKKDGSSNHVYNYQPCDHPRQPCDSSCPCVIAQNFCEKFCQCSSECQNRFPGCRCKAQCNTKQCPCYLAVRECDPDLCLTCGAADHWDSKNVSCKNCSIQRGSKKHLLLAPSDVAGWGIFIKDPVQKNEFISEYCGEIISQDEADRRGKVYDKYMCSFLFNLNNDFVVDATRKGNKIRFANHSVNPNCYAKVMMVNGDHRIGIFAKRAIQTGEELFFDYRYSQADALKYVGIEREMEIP
An asterisk follows results filed as active; x = no result given. These rows are one share of the data, so the mix of outcomes need not match the whole.

Molecule | IDH1 R132H inh | EZH2 inh
O=C(N[C@@H]1CC[C@@H](CCn2cc(-c3ccccn3)nn2)O[C@H]1CO)c1ccc(F)cc1 | -0.1 | 9.5
C[C@@H]1CN([C@H](C)CO)C(=O)c2cc(NC(=O)Cn3cnnn3)ccc2O[C@H]1CN(C)Cc1ccc(-c2ccccc2)cc1 | x | -8.4
Cc1nc(C)n(CC(O)COc2ccc3c(c2)CCC3)n1 (stereo not given) | 1.5 | -1.8
C[C@@H]1CN([C@@H](C)CO)C(=O)c2cc(NC(=O)Nc3ccc(C(F)(F)F)cc3)ccc2O[C@H]1CN(C)S(=O)(=O)c1ccccc1 | -0.3 | x
COC(=O)C(C)N(C#N)c1nc(C)nc(C)n1 (stereo not given) | -0.1 | 9.5
CC(C)(Oc1ccc(CCNC(=O)c2ccc(Cl)cc2)cc1)C(=O)O | -0.2 | -20.4
Cc1ccc(S(=O)(=O)N(C)C[C@@H]2Oc3ccc(NC(=O)C4CCCCC4)cc3C(=O)N([C@H](C)CO)C[C@@H]2C)cc1 | 0.3 | 0.5
CO[C@H]1CN(C)C(=O)c2cc(NC(=O)c3ccccc3)ccc2OC[C@@H](C)N(C(C)=O)C[C@H]1C | 0.0 | 7.4
CC1Cc2ccc3c(c2C(O)C1)C(=O)c1cccc(O)c1C3O (stereo not given) | 0.0 | -6.3
CC(=O)O[C@H]1[C@H](Oc2ccccc2COC(=O)C2(O)C=CCCC2=O)O[C@H](CO)[C@@H](O)[C@@H]1O (stereo not given in full) | 0.8 | 44.2
Cc1ccc(OCC(=O)Nc2cccc3c2C(=O)NC3=O)cc1C | 0.3 | -11.5
Cc1ccc(S(=O)(=O)N(C)C[C@H]2OCCCC[C@H](C)Oc3ccc(NS(=O)(=O)c4cn(C)cn4)cc3C(=O)N([C@H](C)CO)C[C@H]2C)cc1 | -9.4 | x
CCCNC(=O)N1C[C@H](C)[C@@H](OC)CN(C)C(=O)c2ccc(NC(=O)C3CCC3)cc2OC[C@H]1C | 0.0 | 14.2
C[C@@H]1CN([C@H](C)CO)C(=O)c2cc(NC(=O)Nc3cccc4ccccc34)ccc2O[C@@H](C)CCCCO[C@H]1CN(C)Cc1ccc2c(c1)OCO2 | -0.8 | x
O=C(NCC[C@H]1CC[C@@H](NC(=O)c2ccc3c(c2)OCO3)[C@H](CO)O1)Nc1cc(F)ccc1F | 0.2 | -3.7
CO[C@@H]1CN(C)C(=O)c2ccc(NC(C)=O)cc2OC[C@H](C)N(CCc2ccccc2)C[C@@H]1C | -0.3 | -9.8
C[C@@H]1CN([C@H](C)CO)C(=O)c2cc(NC(=O)Nc3ccccc3)ccc2O[C@@H]1CN(C)C(=O)Nc1ccc(F)cc1 | -0.6 | x
COCC#Cc1ccc2c(c1)O[C@H](CN(C)Cc1ccccc1F)[C@@H](C)CN([C@@H](C)CO)S2(=O)=O | -4.2 | 36.4
C[C@H]1CN([C@@H](C)CO)S(=O)(=O)c2ccc(-c3cccnc3)cc2O[C@@H]1CN(C)C(=O)NC1CCCCC1 | -0.1 | x
CCCNC(=O)Nc1ccc2c(c1)C(=O)N(C)C[C@@H](OC)[C@H](C)CN(C(=O)C1CC1)[C@@H](C)CO2 | 0.1 | -0.9
CC(=O)N(C)C[C@H]1Oc2cc(C3=CCCCC3)ccc2S(=O)(=O)N([C@@H](C)CO)C[C@@H]1C | -0.5 | -8.4
CNC[C@@H]1Oc2ncc(C#CCC3CCCC3)cc2C(=O)N([C@H](C)CO)C[C@@H]1C | 0.1 | -28.3
C[C@@H]1CN([C@H](C)CO)C(=O)c2cccc(NC(=O)C3CCCCC3)c2O[C@@H]1CN(C)C | -0.9 | -8.8
CCCC(=O)Nc1ccc2c(c1)OC[C@H](C)N(Cc1ccccn1)C[C@H](C)[C@H](OC)CN(C)C2=O | -0.2 | -1.9
CCCNC(=O)C[C@@H]1C[C@@H]2c3cc(NC(=O)C4CCOCC4)ccc3O[C@@H]2[C@H](CO)O1 | -0.1 | 4.4

2 neighbouring entries already listed, for reference:
Molecule | IDH1 R132H inh | EZH2 inh
CC(=O)O[C@H]1[C@H](Oc2ccccc2COC(=O)C2(O)C=CCCC2=O)O[C@H](CO)[C@@H](O)[C@@H]1O (stereo not given in full) | 0.8 | 44.2
Cc1ccc(OCC(=O)Nc2cccc3c2C(=O)NC3=O)cc1C | 0.3 | -11.5

(cont.)
Molecule | IDH1 R132H inh | EZH2 inh
Cc1ccc(S(=O)(=O)NC(C)(C)CSc2ccccn2)cc1 | -0.4 | -0.8
C[C@@H]1CCCCO[C@@H](CN(C)S(=O)(=O)c2ccc(Cl)cc2)[C@H](C)CN([C@@H](C)CO)C(=O)c2cc(NC(=O)c3ccccc3)ccc2O1 | 1.2 | x
CCC(=O)N1C[C@H](C)[C@H](OC)CN(C)C(=O)c2ccc(NS(C)(=O)=O)cc2OC[C@H]1C | 0.4 | -0.4
CCCC(=O)Nc1ccc2c(c1)C(=O)N(C)C[C@H](OC)[C@@H](C)CN(CCc1ccccc1)[C@@H](C)CO2 | 0.3 | -8.6
COc1ccc(NC(=O)Nc2ccc3c(c2)C(=O)N([C@@H](C)CO)C[C@@H](C)[C@@H](CN(C)S(=O)(=O)c2cccs2)O3)cc1 | 0.4 | x
COc1cccc(S(=O)(=O)N[C@H]2CC[C@@H](CCNC(=O)Nc3cc(F)ccc3F)O[C@@H]2CO)c1 | -0.2 | -8.1
COc1ccc(C#Cc2ccc3c(c2)O[C@@H](CN(C)C)[C@H](C)CN([C@@H](C)CO)S3(=O)=O)cc1 | 0.0 | 5.8
Cc1ccc(S(=O)(=O)Nc2ccc3c(c2)C(=O)N([C@@H](C)CO)C[C@@H](C)[C@@H](CN(C)C(=O)CCC(F)(F)F)OCCCC[C@@H](C)O3)cc1 | 0.7 | x
CCC(=O)N(C)C[C@H]1Oc2ncc(C#CC3(O)CCCC3)cc2C(=O)N([C@@H](C)CO)C[C@H]1C | 3.3 | 3.7
COCC(=O)Nc1ccc2c(c1)[C@@H]1C[C@H](CC(=O)NCc3ccccc3F)O[C@@H](CO)[C@@H]1O2 | -0.1 | 2.3
COc1ccc(NC(=O)Nc2ccc3c(c2)C(=O)N([C@@H](C)CO)C[C@H](C)[C@@H](CN(C)Cc2ccncc2)OCCCC[C@H](C)O3)cc1 | 1.5 | x
O=C(NC1CCCCC1)c1ccc(COCC(F)(F)F)o1 | 0.9 | -4.5
C[C@H](CO)N1C[C@H](C)[C@@H](CN(C)Cc2cccc(C(=O)O)c2)Oc2cc(C3=CCCC3)ccc2S1(=O)=O | 9.0 | x
Cc1cc(C(=O)Nc2cccc3c2O[C@H](CN(C)Cc2ccc(C(F)(F)F)cc2)[C@@H](C)CN([C@H](C)CO)C3=O)n(C)n1 | 0.9 | -14.8
Cc1noc(C)c1S(=O)(=O)N(C)C[C@@H]1Oc2ccc(NS(=O)(=O)c3cccs3)cc2CC(=O)N([C@H](C)CO)C[C@@H]1C | 0.4 | x
COc1ccc(Cl)cc1NC(=S)NCc1ccco1 | 0.7 | -10.5
O=S1(=O)NC(=NCCOCc2ccc(Cl)cc2)c2ccccc21 | -0.1 | x
COCC(=O)Nc1ccc2c(c1)[C@@H]1C[C@H](CC(=O)N3CCOCC3)O[C@@H](CO)[C@@H]1O2 | -0.9 | 8.7
COc1ccc(NC(=O)N(C)C[C@@H]2Oc3ccc(NC(=O)c4ccncc4)cc3CC(=O)N([C@@H](C)CO)C[C@H]2C)cc1 | 0.4 | -3.4
Cc1ccccc1S(=O)(=O)N[C@H]1CC[C@@H](CCn2cc(-c3ccc(F)cc3)nn2)O[C@@H]1CO | -0.3 | -14.3
Cc1noc(C)c1S(=O)(=O)N(C)C[C@H]1OCCCC[C@H](C)Oc2ccc(NC(=O)CCCN(C)C)cc2C(=O)N([C@H](C)CO)C[C@H]1C | 1.0 | x
O=C(NCCCN1CCOCC1)c1cc2cc([N+](=O)[O-])ccc2oc1=O | 0.1 | -12.0
Cc1ccc(S(=O)(=O)N(C)C[C@H]2Oc3c(NS(C)(=O)=O)cccc3C(=O)N([C@H](C)CO)C[C@H]2C)cc1 | 0.8 | x
COc1ccc(CN(C)C[C@H]2Oc3ccc(NC(=O)NC(C)C)cc3C(=O)N([C@@H](C)CO)C[C@@H]2C)cc1 | x | 0.5
CCN(CC)c1ccc(/C=N/NC(=O)c2cccc(C(=O)NO)c2)c(O)c1 | 0.1 | -1.0

4 compounds from above, ordered by length of the SMILES, largest number first.
Molecule | IDH1 R132H inh | EZH2 inh
Cc1ccc(S(=O)(=O)Nc2ccc3c(c2)C(=O)N([C@@H](C)CO)C[C@@H](C)[C@@H](CN(C)C(=O)CCC(F)(F)F)OCCCC[C@@H](C)O3)cc1 | 0.7 | x
CCCC(=O)Nc1ccc2c(c1)C(=O)N(C)C[C@H](OC)[C@@H](C)CN(CCc1ccccc1)[C@@H](C)CO2 | 0.3 | -8.6
C[C@@H]1CN([C@H](C)CO)C(=O)c2cccc(NC(=O)C3CCCCC3)c2O[C@@H]1CN(C)C | -0.9 | -8.8
CNC[C@@H]1Oc2ncc(C#CCC3CCCC3)cc2C(=O)N([C@H](C)CO)C[C@@H]1C | 0.1 | -28.3

(listing goes on)
Molecule | IDH1 R132H inh | EZH2 inh
C[C@H]1CN([C@@H](C)CO)C(=O)Cc2cc(NC(=O)Cc3cn(C)c4ccccc34)ccc2O[C@@H]1CN(C)C(=O)NC1CCCCC1 | -23.8 | -0.6
CCCC#Cc1ccc2c(c1)O[C@H](CN(C)C(=O)COC)[C@H](C)CN([C@@H](C)CO)S2(=O)=O | 1.9 | 5.1
CN(Cc1nc(-c2ccccn2)no1)S(=O)(=O)c1ccc(Br)cc1 | 0.2 | 0.8
CCCCCCCC(O)C(O)C1CC(OC)=CC(=O)O1 (stereo not given) | -0.1 | -17.6
C[C@H]1CN([C@@H](C)CO)C(=O)Cc2cc(NS(=O)(=O)c3ccc(Cl)cc3)ccc2O[C@H]1CN(C)CC1CCCCC1 | -0.7 | 14.6
CCn1c(SCC(=O)Nc2cc(C)c(Cl)cc2OC)nnc1-c1cccs1 | 3.4 | x
CN(C)C(=O)C[C@@H]1C=C[C@H](NC(=O)Nc2cccc(F)c2)[C@H](CO)O1 | 0.0 | -0.4
CCCNC(=O)N[C@H]1CC[C@@H](CCn2cc(C3CC3)nn2)O[C@@H]1CO | -0.1 | 5.6
COc1ccccc1S(=O)(=O)N[C@H]1C=C[C@@H](CC(=O)NCc2cc(F)cc(F)c2)O[C@H]1CO | 0.2 | -2.1
COCC1=C2[C@@H](c3ccccc3)OB(O)C[C@@H]2[C@@H]2C(=O)N(C)C(=O)[C@@H]2C1 | x | 2.6
C[C@@H]1CN([C@@H](C)CO)C(=O)c2cc(NC(=O)c3ccccc3)ccc2O[C@@H](C)CCCCO[C@H]1CN(C)S(=O)(=O)c1ccc(Cl)cc1 | 1.0 | x
C[C@@H]1CN([C@H](C)CO)C(=O)c2cccc(NC(=O)CCCCCC(=O)Nc3ccccc3N)c2O[C@H]1CN(C)S(C)(=O)=O | 0.3 | 2.1
C[C@H]1CN([C@@H](C)CO)C(=O)Cc2cc(NC(=O)Cn3cnnn3)ccc2O[C@H]1CN(C)C(=O)Nc1ccc(F)cc1 | 5.0 | x
O=C(O)CCC(=O)Nc1ccc2c(c1)oc1ccccc12 | -0.7 | 7.1
C[C@H]1CN([C@@H](C)CO)C(=O)c2cc(NC(=O)Nc3ccc(C(F)(F)F)cc3)ccc2O[C@@H]1CN(C)S(=O)(=O)c1ccc(F)cc1 | -4.0 | x
C[C@@H]1CN([C@@H](C)CO)C(=O)c2cc(NC(=O)CCCCCC(=O)Nc3ccccc3N)ccc2O[C@@H]1CN(C)C(=O)Nc1ccc2c(c1)OCO2 | 0.1 | -8.3
C[C@@H]1CN([C@H](C)CO)C(=O)c2cc(-c3ccccc3F)cnc2O[C@@H]1CN(C)C(=O)C1CC1 | -1.4 | -0.1
O=C(Cc1ccccc1)N[C@H]1C=C[C@@H](CC(=O)N2CCCCC2)O[C@H]1CO | 0.0 | -2.6
O=C(C[C@@H]1C[C@@H]2c3cc(NC(=O)C4CCOCC4)ccc3O[C@@H]2[C@@H](CO)O1)NCc1ccc2c(c1)OCO2 | -0.3 | 2.6
C[C@H](O)C#Cc1cnc2c(c1)C(=O)N([C@@H](C)CO)C[C@@H](C)[C@H](CN(C)C(=O)CN(C)C)O2 | x | -10.4
C[C@H]1CCCCO[C@H](CN(C)S(=O)(=O)c2cn(C)cn2)[C@@H](C)CN([C@@H](C)CO)C(=O)c2cc(NC(=O)Nc3ccc4c(c3)OCO4)ccc2O1 | -4.1 | x
CO[C@@H]1CN(C)C(=O)c2ccc(NC(=O)Nc3cccc(Cl)c3)cc2OC[C@H](C)NC[C@@H]1C | 0.1 | -4.1
C[C@H](CO)N1C[C@H](C)[C@H](CN(C)Cc2ccc(C(F)(F)F)cc2)Oc2ccc(NS(=O)(=O)c3cccs3)cc2C1=O | x | -4.3
COc1ccc(S(=O)(=O)N[C@H]2CC[C@H](CC(=O)NCCc3ccccc3)O[C@H]2CO)cc1 | 0.1 | -2.8
COCC(=O)Nc1ccc2c(c1)C(=O)N(C)C[C@@H](OC)[C@@H](C)CN(C(=O)Cc1ccccn1)[C@H](C)CO2 | -0.2 | 1.9
COc1cc(CO)cc(Cl)c1OCc1cccc(C(=O)O)c1 | 0.3 | -16.2
O=C(CSCc1c(Cl)cccc1Cl)Nc1cccnc1 | 0.0 | 7.8
CO[C@H](CN(C)S(=O)(=O)c1ccccc1)[C@H](C)CN(C(=O)Nc1ccccc1F)[C@@H](C)CO | -0.1 | -3.3
CO[C@@H]1CN(C)C(=O)c2ccc(NC(=O)C3CCC3)cc2OC[C@@H](C)NC[C@@H]1C | -0.1 | 12.2
CNC[C@@H]1Oc2ncc(C#CC3(O)CCCC3)cc2C(=O)N([C@@H](C)CO)C[C@@H]1C | -0.1 | -9.4
O=C(C[C@@H]1C=C[C@H](NC(=O)Nc2ccccc2F)[C@H](CO)O1)NCc1ccc(-c2ccccc2)cc1 | -1.0 | -11.7
CCOC(=O)c1sc2ncn(CC(=O)Nc3ccc(C(C)=O)cc3)c(=O)c2c1C | 0.0 | -27.5
